Assay outcomes: PubChem, The Scripps Research Institute Molecular Screening Center
CHO-K1 Ca ag – counter-screen for M1 agonists: effect in parental CHO-K1 cells. AID 602248, 2012. activation, % at 3 µM. 360,000 tested, 0.48% active. Fluo-8 calcium fluorescence; scaled to maximal ATP response, vehicle zero; in the data active = activation above about 15%;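 also: untransfected CHO-K1 host cells lacking M1 receptor as counterscreen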
CHO-K1 Ca PAM – nonselective calcium activators in parental CHO-K1 cells, primary screen, counter-screen for M1 PAM project, cell-based, Fluo-8 calcium fluorescence, full deck, 1536-well; ATP EC20; 0% at ATP EC20, 100% at ATP max; activation, % at 3 µM; 360,000 tested, 0.02% active; AID 602247, 2012;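 active = activation above the run cutoff, the mean activation of all test compounds plus 3 SD, cut at about 40% in these data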;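 also: peak over basal fluorescence ratio in a 140 s read after ATP addition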
M1 ag – human M1 muscarinic receptor agonists, primary screen, Fluo-8 calcium fluorescence, CHO-K1 cells, HTS. AID 588814, 2011. activation, % at 3 µM. 360,000 tested, 0.33% active. CHO-K1 hM1, agonist mode; 0% DMSO, 100% acetylcholine EC100;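 active = activation above the run's mean compound activation plus 3 SD, cut at about 16% in these data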;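 also: peak over basal fluorescence ratio within a 140 s kinetic read after compound addition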
Target sequence (P11229 whole entry, looked up): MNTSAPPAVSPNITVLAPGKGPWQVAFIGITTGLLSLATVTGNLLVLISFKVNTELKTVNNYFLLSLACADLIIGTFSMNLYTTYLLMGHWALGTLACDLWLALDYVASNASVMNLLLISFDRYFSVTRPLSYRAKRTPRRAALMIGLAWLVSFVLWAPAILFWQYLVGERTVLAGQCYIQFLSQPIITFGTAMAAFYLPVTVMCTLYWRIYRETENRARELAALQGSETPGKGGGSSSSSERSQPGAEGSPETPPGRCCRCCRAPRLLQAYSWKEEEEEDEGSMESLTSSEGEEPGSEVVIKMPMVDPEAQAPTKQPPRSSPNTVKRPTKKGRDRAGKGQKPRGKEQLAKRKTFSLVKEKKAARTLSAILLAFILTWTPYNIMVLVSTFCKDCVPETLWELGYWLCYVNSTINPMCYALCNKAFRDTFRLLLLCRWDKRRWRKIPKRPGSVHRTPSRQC
OXTR potentiate – human OXTR potentiators, primary screen, fluorescence, CHO-OTR cells, Fluo-8 calcium; Oxytocin receptor (Homo sapiens), P30559; Fluo-8 calcium fluorescence, potentiator mode; 0% = oxytocin EC15, 100% = EC100; activation, % at 3 µM; 320,000 tested, 0.061% active; AID 2445, 2010;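 active = activation above that plate's cutoff, the mean activation of tested compounds plus 3 SD, cut at about 6.6% in these data, passing the limit was not always enough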;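 also: 100% uses oxytocin at 75 nM as the full agonist control; some results filed as inactive read as strong as hits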
Target sequence (P30559 whole entry, looked up): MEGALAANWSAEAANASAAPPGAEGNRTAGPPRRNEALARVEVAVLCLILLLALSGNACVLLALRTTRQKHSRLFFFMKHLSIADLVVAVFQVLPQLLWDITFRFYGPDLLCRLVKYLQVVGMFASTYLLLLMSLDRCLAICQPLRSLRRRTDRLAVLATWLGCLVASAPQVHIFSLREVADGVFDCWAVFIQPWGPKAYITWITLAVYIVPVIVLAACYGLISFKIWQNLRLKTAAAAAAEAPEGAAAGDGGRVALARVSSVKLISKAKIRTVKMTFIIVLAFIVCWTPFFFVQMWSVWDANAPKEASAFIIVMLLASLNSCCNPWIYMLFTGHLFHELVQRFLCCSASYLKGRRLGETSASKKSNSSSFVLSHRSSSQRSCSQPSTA
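Measured by – Fluo-8 calcium dye fluorescence · Test system – human OTR in CHO cells · Dosing – one concentration, 3.0 µM compound · Controls – EC15 oxytocin alone as 0%, 75 nM oxytocin as 100% · Evaluation – normalized max/min fluorescence ratio, % activation · Timing – 6 min pre-incubation, 100 s read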
CHO parental Ca – ATP-evoked calcium signal inhibitors, parental CHO, primary screen, counter-screen for OX1R antagonist project, cell-based, fluorescence, Fluo-8 calcium dye; 330,000 tested, 0.63% active; inhibition, % at 5.6 µM; parental CHO-K1, ATP-induced calcium, Fluo-8 fluorescence; AID 463079, 2010;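 active = inhibition above that plate's mean sample inhibition plus 3 SD, cut at about 26% in these data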;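 also: 0% = ATP-challenged DMSO wells and 100% = DMSO wells without ATP; some compounds past the cut are filed as inactive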
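Measured by: calcium-sensitive Fluo-8 fluorescence / Test system: CHO parental line / Controls: ATP-challenged DMSO wells low, unchallenged DMSO wells high / Measure: % inhibition / Compound: single nominal dose of 5.6 µM per compound / Replicates: single well per compound, no replicates / Reagent: ATP as calcium-mobilizing challenge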
M1 antag – human M1 muscarinic receptor antagonists, primary screen, CHO-K1 cells, Fluo-8 calcium fluorescence, 1536-well; Muscarinic acetylcholine receptor M1 (Homo sapiens), P11229; inhibition, % at 3 µM; 360,000 tested, 1.3% active; CHO-K1 hM1, ACh EC80 antagonist;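 active = percent inhibition above its own plate's cutoff, namely the mean of that plate's compound wells plus 3 SD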;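 also: peak over basal fluorescence ratio during 140 s after agonist addition; 0% = ACh EC80 plus DMSO and 100% = DMSO alone without agonist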
TAAR1 antag – human TAAR1 antagonists, primary screen, Fluo-8 calcium fluorescence, CHO RD-HGA16 cells; Trace amine-associated receptor 1 (Homo sapiens), Q96RJ0; antagonist; inhibition, % at 3 µM; 360,000 tested, 1.5% active; AID 624466, 2012;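 active = inhibition above a per-plate cutoff, the mean inhibition of test compounds on that plate plus 3 SD, cut at about 49% in these data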;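 also: 0% = DMSO plus EC80 beta-PEA response and 100% = DMSO alone without agonist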
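test system = CHO RD-HGA16 cells bearing hTAAR1 | replication = singlicate | controls = DMSO-only wells and EC80 β-PEA-stimulated wells | reagent = EC80 β-phenethylamine stimulus | read-out basis = percent inhibition of PEA-evoked calcium signal, max/basal emission ratio | schedule = seeding 17-24 h prior, 75-min 37 °C, 30-min RT dye loading | signal = kinetic Fluo-8 calcium fluorescence measurement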
CHO-K1 Ca antag – nonselective inhibitor or artifact in parental CHO-K1 cells; ATP-induced calcium, Fluo-8 fluorescence; inhibition, % at 3 µM; 360,000 tested, 0.6% active; AID 602250;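 active = inhibition above a per-plate cutoff, the plate's mean sample inhibition plus 3 SD, cut at about 24% in these data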;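 also: 0% = DMSO plus EC80 ATP and 100% = DMSO alone without ATP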
TAAR1 agonist – human TAAR1 agonists, primary screen, Fluo-8 calcium fluorescence, CHO RD-HGA16 cells; vehicle wells 0%, saturating PEA agonist 100%; activation, % at 3 µM; 360,000 tested, 0.99% active; AID 624467, 2012;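 active = activation above the mean activation of all test compounds in the run plus 3 SD, cut at about 38% in these data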
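Test system: RD-HGA16 (CHO) cells co-expressing Gα16 and hTAAR1; dosing: one-point dosing at 3 µM (nominal); timing: 17-24 h seeding, 75 min 37 °C dye, 30 min RT; signal: kinetic Fluo-8 calcium fluorescence; read-out basis: % activation relative to PEA EC100 response; controls: DMSO and PEA EC100; replicates: n 1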
* hit, by the source's call; · = no result given; & = joins results of further samples. The order is random. Share with any hit: about 4.2%.

entry	molecule	CHO-K1 Ca ag	CHO-K1 Ca PAM	M1 ag	OXTR potentiate	CHO parental Ca	M1 antag	TAAR1 antag	CHO-K1 Ca antag	TAAR1 agonist
1	Cc1ccc(N(C(=O)CNC(=O)c2ccco2)C(C(=O)NC2CCCCC2)c2cccnc2)cc1F (stereo not given)	-0.3	-18.5	0.3	-0.1	-7.3	-14.3	3.6	-0.4	1.3
2	Cn1c(SCC(=O)NC(=O)NCc2ccco2)nnc1-c1ccccc1	0.4	5.8	-4.5	-2.8	-10.9	3.1	-21.4	-1.4	6.5
3	O=C(NN1C(=O)NC2(CCCCC2)C1=O)c1cccs1	-0.4	7.0	0.9	-3.6	1.3	3.1	2.0	-6.4	11.7
4	CCC(=O)Nc1ccc(C(=O)NNC(=O)C(c2ccccc2)c2ccccc2)cc1	0.7	17.2	-4.2	-2.1	-12.3	-9.5	-18.8	-3.3	5.6
5	CCOC(=O)c1ccc(-n2c(C)nc3c(cnn3-c3ccc(Cl)cc3)c2=O)cc1	0.5	1.4	1.6	-5.7	5.0	-12.6	13.6	0.4	1.3
6	Cc1ccc(N=C2NC(=O)/C(=C\c3ccco3)S2)cc1	0.6	20.2	-4.0	-2.4	2.2	4.3	-3.0	-9.6	0.6
7	CC(C(=O)NCc1ccco1)n1cc([N+](=O)[O-])cn1 (stereo not given)	0.1	-20.3	-4.6	-6.1	-10.0	-3.1	-14.3	5.8	1.9
8	CC(C)c1onc(C(=O)N2C(C)CCCC2C)c1[N+](=O)[O-] (stereo not given)	0.2	28.2	-8.9	-1.1	-4.1	-7.6	-13.5	-11.0	0.7
9	COc1ccc([N+](=O)[O-])cc1NC(=O)C(C)N1CCN(C(=O)c2ccco2)CC1 (stereo not given)	2.9	14.6	-10.6	-8.7	-3.1	-6.8	-10.2	-4.7	6.1
10	O=C(NCc1ccccc1F)c1cc(=O)[nH]c2ccccc12	0.1	-3.9	-6.8	-3.8	4.6	0.3	-39.0	8.9	2.7
11	COc1ccc2[nH]c(=O)c(CN(CCO)C(=O)c3ccccc3F)cc2c1	0.3	6.8	-1.0	-8.6	7.0	-7.0	1.4	0.6	8.7
12	O=C(COC(=O)c1ccccc1C(=O)N1CCN(c2ccccc2)CC1)Nc1ccc(F)cc1	1.5	-3.4	-2.2	-10.3	-14.1	-0.9	28.1	10.2	12.1
13	Cc1ccc(C(=O)N2CCCC(CCC(=O)N3CCN(c4ccccn4)CC3)C2)s1 (stereo not given)	1.5	6.5	-5.2	-1.5	-21.7	-0.6	6.0	-14.0	2.1
14	CN(CCc1ccccc1)C(=O)c1ccc(NC(=O)Cc2cccc(NC(=O)C3CCN(C(=O)C4CC4)CC3)c2)cc1	-0.4	-10.7	3.0	·	·	-17.0	-7.3	-17.0	-0.2
15	CCOC(=O)[C@]12CCC=C1N(Cc1cccc3ccccc13)C(=O)[C@H](CC(=O)NCc1ccccc1)C2	0.1	-13.1	·	·	·	·	14.0	-3.6	1.4
16	CCOc1ccc(Nc2nc3ccccc3n3nnnc23)cc1	0.1	21.4	-7.5	-4.5	-9.2	3.9	24.3	2.6	-2.9
17	CCn1nnc(NC(=O)c2ccc([N+](=O)[O-])o2)n1	1.2	27.7	-4.0	-7.4	-3.9	-15.2	-22.6	-18.3	3.7
18	Cc1ccc(C(=O)C[n+]2cc(-c3ccccc3)n3c2CCCCC3)cc1	-0.1&1.4	18.3&18.2	-13.4&-9.0	-15.2&5.8	7.2&-5.8	-2.1&6.5	15.1&8.1	-14.1&-15.1	0.1&7.3
19	C=COCCNC(=O)Nc1ccc(Cl)c(Cl)c1	-0.1	19.4	-5.1	-5.8	-2.0	-18.2	-19.6	-15.4	4.8
20	CCOc1ccc(S(=O)(=O)N2CCN(CCNS(=O)(=O)c3ccc(C)cc3)CC2)cc1	1.4	-3.3	-3.9	·	·	-9.0	-31.5	-12.1	-1.3

(further entries)
entry	molecule	CHO-K1 Ca ag	CHO-K1 Ca PAM	M1 ag	OXTR potentiate	CHO parental Ca	M1 antag	TAAR1 antag	CHO-K1 Ca antag	TAAR1 agonist
21	CCCc1nc2nc(C)c(NS(=O)(=O)c3ccc4c(c3)CCCC4)c(=O)n2[nH]1	1.2	18.4	-2.3	12.4	1.4	-8.9	-8.0	-15.1	3.5
22	Cc1ccc(C(=O)NC(NC(=O)c2ccc(C)cc2)C(Cl)Cl)cc1	3.0	0.4	2.6	-16.9	-3.4	-14.3	-6.1	-5.4	11.4
23	Cc1cc(C)c2nc(NC(=O)c3ccc([N+](=O)[O-])o3)sc2c1	-0.5	0.1	-0.6	0.8	-8.6	-8.7	7.5	2.1	2.0
24	CCc1cccc(NC(=O)COC(=O)C2COc3ccccc3O2)c1 (stereo not given)	0.2	4.2	-4.8	·	·	-9.8	3.2	-6.5	1.1
25	O=C(CCn1nnc2ccccc21)OCC(=O)c1ccc(F)cc1	1.9	8.2	-3.7	-6.9	-6.5	6.9	2.5	-18.8	1.7
26	COc1cc(C=O)ccc1Oc1cnccn1	0.2	14.8	-3.5	0.0	-13.8	10.3	-3.7	-4.0	5.4
27	Cc1csc(CN(C)C(=O)C2CCC(=O)N(CCCc3ccccc3)C2)n1 (stereo not given)	0.7	5.5	-3.2	-1.9	-22.1	7.0	-19.9	-9.3	1.1
28	O=C(CSc1nc2ccccc2c(=O)n1CC1CCCO1)NCc1ccc2c(c1)OCO2 (stereo not given)	1.1	20.6	-3.0	-0.7	-11.3	3.8	18.2	-17.3	1.7
29	Cc1cccnc1NC(=O)c1ccc(S(=O)(=O)N2CCC(C)CC2)cc1	0.1	-4.9	-0.8	-1.8	-1.1	-9.2	-22.1	-5.0	-0.1
30	Cc1cccc(C(=O)NCCC(=O)N2CCc3ccccc3C2)c1	-0.1	-22.7	-3.5	5.0	-8.1	14.1	-1.1	8.5	1.6
31	COC(=O)c1cc(S(=O)(=O)NC2CCCCC2)cn1C	0.4	20.3	-1.5	0.6	9.5	-3.7	4.5	-17.3	4.8
32	O=C(CCc1cn(Cc2ccc(F)cc2)c2ccccc12)N1CCOCC1	9.6	12.3	-2.2	-24.0	-14.2	-21.1	-2.6	-6.0	5.4
33	O=C(/C=C/c1ccc(OCCCF)cc1)N1CCN(Cc2ccccc2)CC1	2.7	7.1	-8.2	-19.6	-12.3	-5.8	-6.0	-2.9	3.1
34	CCOC(=O)C1=C(c2ccccc2)NC(=O)NC1c1ccc(OCC#N)c(OC)c1 (stereo not given)	0.2	23.4	-4.7	-10.5	-15.2	-2.6	-6.2	-10.5	8.3
35	NS(=O)(=O)c1ccc(CCNC(=O)c2ccc([N+](=O)[O-])s2)cc1	1.2	13.9	-6.7	-12.9	21.6	1.7	14.0	-13.1	0.9
36	CN(c1ccccc1)S(=O)(=O)c1cccc(NC(=O)CSc2n[nH]c(N)n2)c1	0.9	12.5	-4.4	0.2	8.1	12.8	-2.5	-0.2	0.2
37	CC1(C(=O)NS(=O)(=O)c2ccccc2Cl)CCN1C(=O)c1ccccc1 (stereo not given)	0.7	10.6	-0.6	·	·	-16.2	5.9	-9.8	0.3
38	O=C1c2ccccc2C(=O)c2c1ccc(C(=O)N1CCCCC1)c2NCCO	0.1	11.2	-1.4	-8.5	5.6	-21.2	-3.1	-1.5	5.9
39	Cc1ccccc1-n1nnnc1-c1ccccc1	0.1	9.8	-6.4	-2.6	0.2	-7.5	6.7	-6.1	-0.5
40	Cc1ccc(NS(=O)(=O)c2ccc(C(=O)NNC(=O)c3ccccc3O)cc2)cc1	1.7	32.0	6.1	-6.4	-4.3	-5.3	6.5	-11.0	9.0

(listing goes on)
entry	molecule	CHO-K1 Ca ag	CHO-K1 Ca PAM	M1 ag	OXTR potentiate	CHO parental Ca	M1 antag	TAAR1 antag	CHO-K1 Ca antag	TAAR1 agonist
41	CN(C)c1ccc(-c2ccnc3c2CC(C)(C(=O)NCc2cccs2)O3)cc1 (stereo not given)	-0.1	22.6	-5.8	·	·	-14.0	-6.7	-10.3	-3.3
42	N#Cc1c(N2CCN(C(=O)c3ccccc3)CC2)nc(-c2ccccc2)c2c1CCCC2	0.9	15.1	-4.9	-3.1	-20.6	26.2	15.2	-8.4	6.3
43	Cn1c(=O)c2c(nc(SCc3nn[nH]n3)n2Cc2ccccc2F)n(C)c1=O	0.3	13.1	-1.2	·	·	-9.3	-2.7	-9.6	7.3
44	Cc1ccnc(NC(=O)c2ccc(Cl)c(NC(=O)CCc3ccccc3)c2)c1	·	·	·	-10.9	-30.2	·	-0.1	·	1.9
45	Cc1ccc(-c2csc(N3CCN(c4cc5c(cc4Cl)nc(C(C)N)n5CCCO)CC3)n2)cc1 (stereo not given)	-0.8	-11.5	-0.7	4.8	-25.8	-3.0	2.7	1.6	10.9
46	Cc1ccc(CCNC(=O)CN(c2cc(C)cc(C)c2)S(=O)(=O)c2c(C)noc2C)cc1	-0.5	-17.4	-3.1	-1.7	-7.2	2.5	-27.7	0.0	-2.3
